CHT PAM: human CHT allosteric activation. B-score at 10 µM. 0.49% of 310,000 active. Q9GZV3. CHT-expressing cells, membrane potential dye, choline EC20; stronger effect = higher value; LV-AA mutant CHT in HEK293 cells;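 active means initial fluorescence not abnormally high and integrated response B-score, plate-corrected, over 3 SD above library mean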
Target sequence (Q9GZV3 whole entry, looked up): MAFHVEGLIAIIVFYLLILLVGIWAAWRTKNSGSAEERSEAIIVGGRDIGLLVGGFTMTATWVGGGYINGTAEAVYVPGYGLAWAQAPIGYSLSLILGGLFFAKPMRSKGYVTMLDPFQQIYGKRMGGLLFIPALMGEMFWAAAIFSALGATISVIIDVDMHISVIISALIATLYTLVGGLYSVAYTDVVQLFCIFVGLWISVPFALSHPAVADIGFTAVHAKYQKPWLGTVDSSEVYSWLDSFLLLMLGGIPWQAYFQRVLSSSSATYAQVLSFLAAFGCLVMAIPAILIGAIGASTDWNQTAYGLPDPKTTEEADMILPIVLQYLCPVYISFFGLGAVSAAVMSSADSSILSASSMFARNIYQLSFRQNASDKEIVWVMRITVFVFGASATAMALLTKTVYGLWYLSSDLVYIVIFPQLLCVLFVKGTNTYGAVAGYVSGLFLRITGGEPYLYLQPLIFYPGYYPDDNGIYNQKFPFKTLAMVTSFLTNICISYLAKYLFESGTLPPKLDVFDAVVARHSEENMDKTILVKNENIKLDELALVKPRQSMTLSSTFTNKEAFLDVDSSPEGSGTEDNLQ
CHT inh: human CHT choline transport inhibition; 0.86% of 310,000 active; Q9GZV3; CHT-expressing cells, membrane potential dye, choline response; stronger effect = lower value; B-score at 10 µM;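 active means B-score over 3 SD under the library average, and starting fluorescence ratio not unusually high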;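 further: choline stimulus applied at its EC90 after an EC20 pre-addition; B-score computed on integrated fluorescence ratio after choline addition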
* hit, by the source's call; i = inactive.

The opening two records, ahead of the listing:
SMILES | CHT PAM | CHT inh
CCOC(=O)c1c(C)[nH]c(C)c1C(=O)COC(=O)c1ccc(OC)cc1 | i | i
CCOC(=O)c1nnn(-c2nonc2N)c1CN(C)Cc1ccccc1 | i | i

All compounds of this part, previewed entries included:
SMILES | CHT PAM | CHT inh
CCOC(=O)c1c(C)[nH]c(C)c1C(=O)COC(=O)c1ccc(OC)cc1 | i | i
CCOC(=O)c1nnn(-c2nonc2N)c1CN(C)Cc1ccccc1 | i | i
COCC(=O)N1CCCC(CNS(=O)(=O)c2ccc(OC)cc2)C1 (stereo unspecified) | i | i
CC(C)(O)CCc1c(-c2ccc(O)cc2O)oc2c3c(cc(O)c2c1=O)OC(C)(C)C=C3 | i | i
COCCNC(=O)c1cnn2c(C(F)F)cc(-c3ccc(C)cc3)nc12 | i | i
CC[C@@H](C)[C@H](NC(=O)C1CCN(C(=O)[C@@H](NS(=O)(=O)c2ccc(C)cc2)C(C)C)CC1)C(=O)O | i | i
C=CCn1c(CCNC(=O)c2ccccc2F)nnc1SCC(=O)Nc1ccc(OC)cc1 | i | i
COC(=O)CSc1nnc(C2COc3ccccc3O2)n1-c1ccccc1 (stereo unspecified) | i | i
CCOc1ccccc1C(=O)Nc1ccccc1-c1ccccc1 | i | i
O=[N+]([O-])c1ccc(COc2cccc3cccnc23)cc1 | i | i
COc1ccc(-c2ccc(-c3noc(C)n3)c(OC)n2)cc1 | i | i
C[C@@H]1O[C@@H]1P(=O)(O)O | i | i
CCC(=O)Nc1cccc(C2=NOC3(C2)C[C@@H](C(N)=O)N(C(=O)c2ccccc2C(=O)c2ccccc2)C3)c1 (stereo partly specified) | i | i
CCOc1cc(-c2nnn(CC(=O)N3CCCCC3)n2)ccc1OC | i | i
OC(COCCC12CC3CC(CC(C3)C1)C2)CN1CCCC1 (stereo unspecified) | i | i

Brought forward from above: 4 compounds, then new ones.
SMILES | CHT PAM | CHT inh
C[C@@H]1O[C@@H]1P(=O)(O)O | i | i
CCC(=O)Nc1cccc(C2=NOC3(C2)C[C@@H](C(N)=O)N(C(=O)c2ccccc2C(=O)c2ccccc2)C3)c1 (stereo partly specified) | i | i
CCOc1cc(-c2nnn(CC(=O)N3CCCCC3)n2)ccc1OC | i | i
OC(COCCC12CC3CC(CC(C3)C1)C2)CN1CCCC1 (stereo unspecified) | i | i
CCNC(=O)NC1c2ccccc2CSc2ccccc21 (stereo unspecified) | i | i
CCOc1cc(C(N)=O)cc(Cl)c1OCc1ccccc1 | i | i
CC1(c2ccccc2)NC(=O)N(CC(=O)NC(=O)NCc2ccco2)C1=O (stereo unspecified) | i | i
CN1C(=O)CSc2ccc(NC(=O)N3CCOCC3)cc21 | i | i
COc1ccccc1NS(=O)(=O)c1cc([N+](=O)[O-])ccc1N/N=C/c1c[nH]c2ccccc12 | i | i
Cc1cccc(NC(=O)CSc2nc3c(c(=O)[nH]2)CCCC3)c1C | i | i
NS(=O)(=O)c1ccc(NC(=S)N2CCC(Cc3ccccc3)CC2)cc1 | i | i
Cc1cc(=O)oc2cc(OC(C)C(=O)NCCc3ccc(S(N)(=O)=O)cc3)ccc12 (stereo unspecified) | i | i
COc1ccc(C2OC3=C(Nc4cc(C)c(C)cc4N3)C2=O)cc1 (stereo unspecified) | i | i
CC1(C)C(C=C(Cl)Cl)C1C(=O)N/N=C/c1ccccc1F (stereo unspecified) | i | i
CCn1c(=O)c(C(=O)NNS(=O)(=O)c2ccc(C)cc2)c(O)c2ccccc21 | i | i
CC(=O)N1N=C(c2cccs2)CC1c1ccc(C)o1 (stereo unspecified) | i | i
O=C1C=C(c2ccccc2)CC(c2ccc(F)cc2)C1 (stereo unspecified) | i | i
CC(C)[C@H](NC(=O)N1CC(=O)Nc2ccccc21)C(=O)N1CCC[C@@H]1C(=O)O | i | i
O=C(NCCC1=CCCCC1)C1CCC(=O)N(Cc2cccc(C(F)(F)F)c2)C1 (stereo unspecified) | i | i
Cc1cc(SCn2nnc3ccccc3c2=O)nc2ccccc12 | i | i
COc1ccc(N(C(=O)c2snc(C(N)=O)c2N)C(CC(C)C)C(=O)NCC2CCCO2)cc1 (stereo unspecified) | i | i
CNC(=O)c1nnn(Cc2ccccc2)c1NC(=O)C(F)(F)F | i | i
CCn1c(SCC(=O)Nc2ccccc2N2CCOCC2)nnc1-c1ccccc1 | i | i
Cc1cc(=O)oc(C)c1C(=O)NCCNC(=O)c1c(C)cc(=O)oc1C | i | i
Cc1cccc(CN2CCN(C3CCCC3)C(CCO)C2)n1 (stereo unspecified) | i | i
O=C(c1cccc(N2CCCC2=O)c1)N1CCN(c2ccc(F)cc2)CC1 | i | i
CCOC(=O)c1[nH]ncc1CN1CCCC(C(=O)c2ccc(C(C)(C)C)cc2)C1 (stereo unspecified) | i | -8.8*
NC(=O)CCc1nc2cc(C(F)(F)F)ccc2n(Cc2ccccc2)c1=O | i | i
CCCCN(CC)CCNC(=O)c1cc2c(=O)[nH]c3ccc(C)cc3c2s1 | i | i
CCOC(=O)c1c(C)[nH]c(C(=O)COC(=O)CNC(=O)c2ccc(Cl)cc2Cl)c1C | i | i
CCOc1cc(NC(=S)NCc2ccco2)c(OCC)cc1NC(=O)c1ccco1 | i | i
O=C(CCc1ccccc1)Nc1ccccc1C(=O)N1CCOCC1 | i | i
CC(=O)c1cccc(NC(=O)/C(=C\c2ccco2)NC(=O)c2cccs2)c1 | i | i
COc1ccc(CNC(=O)C(c2ccncc2)N(C(=O)Cc2cccs2)c2cccnc2)cc1 (stereo unspecified) | i | i
CC(=O)Nc1cccc(CP(=O)(c2ccccc2)c2ccccc2)c1 | i | i
C=CCn1c(-c2csc(-c3ccccc3)n2)n[nH]c1=S | i | i
Cc1cc(C)n(-c2cc(N3CCN(S(=O)(=O)c4ccc(Cl)cc4)CC3)ccc2[N+](=O)[O-])n1 | i | i
CC(=O)N1CCc2cc(S(=O)(=O)NCCC(=O)NCCc3ccc(Cl)cc3)ccc21 | i | i
Cc1cc(C)n(CCOc2nonc2N)n1 | i | i
COc1ccc(OCC(=O)Nc2ccc(N3CCN(C(=O)c4ccccc4C)CC3)cc2)cc1 | i | i
COC(=O)CCNS(=O)(=O)c1ccc2ccccc2c1 | i | i
CC(=O)NS(=O)(=O)c1ccc(NC(=O)CSc2ccccc2)cc1 | i | i
CC(C)OCCCNCc1cccs1 | i | i
O=C(O)Cc1c(-c2ccccc2Cl)c2cc(Br)ccc2[nH]c1=O | i | i
O=C(COc1ccc(C(=O)c2ccccc2)cc1)NC1CCCCCC1 | i | i
COC(=O)CCC/C=C1/SCC(NC(=O)c2ccccc2)C1NC(C)=O (stereo unspecified) | i | i
COCCOc1ccc(C(F)(F)F)cc1Nc1nc2ccccc2o1 | i | i
NS(=O)(=O)c1cc(Cl)c(Cl)c(S(N)(=O)=O)c1 | i | i
CCOP(=O)(c1ccccc1)C1(O)CCCCC1 (stereo unspecified) | i | i
NC(=O)C1(N2CCCCC2)CCN(CC(=O)Nc2ccc(Oc3ccccc3)cc2)CC1 | i | i
CS(=O)(=O)N(Cc1ccc(Cl)cc1)c1ccc(C(=O)Nc2cccnc2)cc1 | i | i
CCOC(=O)c1c(NC(=O)c2cc(C)oc2C)sc(C(=O)Nc2ccc(Cl)cc2)c1C | i | i
Cc1[nH]c2ccccc2c1C(=O)CN1CCSCC1 | i | i
CC(C)Oc1ccc(CNC(=O)CC(c2ccccc2)c2cc(Cl)ccc2O)cc1 (stereo unspecified) | i | i
CN(C)/C=N/c1cnc(C(=O)c2ccc(Cl)cc2)n1C | i | i
COc1ccc(S(=O)(=O)N2CCOC2CNC(=O)C(=O)NCC(C)C)cc1 (stereo unspecified) | i | i
O=C(Cc1c(C(=O)O)[nH]c2ccccc12)NCCN1CCN(c2ccccc2F)CC1 | i | i
CC1(C)C2CCC(C2)C1(C)NC(=O)CN1CCOCC1 (stereo unspecified) | i | i
Cc1ccc(C)n1-c1ccc(C(=O)/C=C/N(C)C)cc1 | i | i
COc1ccc(C2CC(c3cccs3)=NN2C(=O)CCC(=O)O)cc1OC (stereo unspecified) | i | i
COCCCN1C(=O)C(=O)/C(=C(/O)c2ccc(C)cc2)C1c1ccccc1 (stereo unspecified) | i | i
Cc1cccc(C(=O)NCCNC(=O)c2cnccn2)c1 | i | i
COCCCn1c(SCC(=O)n2c(C)c(C)c3ccccc32)nnc1-c1ccoc1C | i | i
COc1ccc(S(=O)(=O)N2CCC(C(=O)NC3CCCCC3C)CC2)cc1 (stereo unspecified) | i | i

Of the compounds above, four contain two or more sulfur atoms:
SMILES | CHT PAM | CHT inh
NS(=O)(=O)c1ccc(NC(=S)N2CCC(Cc3ccccc3)CC2)cc1 | i | i
C=CCn1c(-c2csc(-c3ccccc3)n2)n[nH]c1=S | i | i
CC(=O)NS(=O)(=O)c1ccc(NC(=O)CSc2ccccc2)cc1 | i | i
NS(=O)(=O)c1cc(Cl)c(Cl)c(S(N)(=O)=O)c1 | i | i

More entries.
SMILES | CHT PAM | CHT inh
CCOC(=O)C1CCN(CCC(=O)Nc2ccc(C)c(C)c2)CC1 | i | i
COc1ccc(S(=O)(=O)N(C)C)cc1NC(=O)c1ccc(OCC(=O)N2CCOCC2)c(OC)c1 | i | i
Cc1ccc(NC(=O)CN2C(=O)S/C(=C\c3cccn3C)C2=O)cc1 | i | i
COc1ccc(NC(=O)c2c(NC(=O)CNCc3ccco3)sc3c2CCC3)cc1 | i | i
Cc1[nH]n(-c2ccccc2)c(=O)c1N=O | i | i
COc1ccccc1N1CCN(CCCNC(=O)Nc2ccccc2)CC1 | i | i
CN(Cc1ccccn1)Cc1nc(-c2ccc(Cl)cc2)no1 | i | i
Cc1ccc2nc(NC(=O)CCNS(=O)(=O)c3cccs3)sc2c1 | i | i
CCOc1ccc(S(=O)(=O)n2nnc3ccccc32)cc1C | i | i
CN1CCN(/N=C/c2c3ccccc3c(Cl)c3ccccc23)CC1 | i | i
O=C(CCC1COc2ccccc2O1)Nc1cccnc1 (stereo unspecified) | i | i
CC(C)C1CC(CCN2CCCCC2)(c2ccccc2)CCO1 (stereo unspecified) | i | i
COCc1nnc(SCC(=O)Nc2cccc(Cl)c2C)n1-c1ccccc1 | i | i
CCCCn1c(=N)n(CC(=O)c2ccc(Br)s2)c2ccccc21 | i | i
COc1ccc(/C=N/n2cnc3c([nH]c4ccc(C)cc43)c2=O)cc1CN1CCCC1 | i | i
Cc1nc(N)sc1-c1csc(Nc2cccc(C(=O)O)c2)n1 | i | i
O=C(CN1CCCCCC1)Nc1ccc(F)c(F)c1 | i | i
CCOC(=O)CCSc1nc(N2CCOCC2)c2c(c1C#N)CC(C)(C)OC2 | i | i
COc1ccc(S(N)(=O)=O)cc1C(=O)NC1CCCc2ccccc21 (stereo unspecified) | i | i
CCN1C(=O)N(C(C)=O)C2C1N(C(C)=O)C(=O)N2C(C)=O (stereo unspecified) | i | i
CCC1CN(C(=O)N2CCC(C(=O)Nc3ccccc3F)CC2)c2ccccc2O1 (stereo unspecified) | i | i
CCOc1ccc2nc(SCC(=O)N3CCCc4ccccc43)sc2c1 | i | i
Cc1c(CCC(=O)NCCCCCC(=O)O)c(=O)oc2cc3occ(-c4ccccc4)c3cc12 | i | i
COc1cc(/C=C/c2nc3ccc([N+](=O)[O-])cc3s2)ccc1OCC(=O)O | i | i
O=C(NCc1ccccc1)C(=O)NCC1OCCN1C(=O)c1cccs1 (stereo unspecified) | i | i
O=C(Nc1ccccn1)C(F)(F)C(F)(F)C(F)(F)C(F)(F)C(=O)Nc1ccccn1 | i | i
Cc1c(C(=O)Nc2ccc(Oc3ccccc3)cc2)sc2nc3n(c(=O)c12)CCC3 | i | i
COc1ccc(CCNC(=O)CSCC(=O)Nc2ccccc2)cc1OC | i | i
CN(C)S(=O)(=O)c1cc(C(=O)NCCCn2ccc3ccccc32)ccc1Cl | i | i
C[N+]1(CC(=O)OC2CCCCCCCCCCC2)CCCC1 | i | i
COc1ccc(-c2noc(CN(C)S(=O)(=O)c3ccccc3)n2)cc1OC | i | i
COc1ccccc1/C=C(/C(=O)OCC(=O)NCc1ccccc1)c1ccccc1 | i | i
O=C(Cc1ccccc1[N+](=O)[O-])NCCCN1CCOCC1 | i | i
CSc1ccc(C#N)cc1NC(=O)c1ccc(Cl)cc1 | i | i
COc1ccc(N2C(=O)CC(Sc3ncn[nH]3)C2=O)c(OC)c1 (stereo unspecified) | i | i
Cc1[nH]c2ccccc2c1C(=O)C(C)OC(=O)c1ccccc1NCCO (stereo unspecified) | i | i
NC(=O)COC(=O)CNC(=O)c1cc(Cl)cc([N+](=O)[O-])c1 | i | i
Nc1ccccc1N1CCOCC1 | i | i
COc1ccc(NC(=O)CCNS(=O)(=O)c2cc(Br)ccc2Br)cc1S(N)(=O)=O | i | i
O=C(Nc1ccccn1)c1ccc(Cl)c(S(=O)(=O)N2CCCC2)c1 | i | i
Cc1cccc(NS(=O)(=O)c2ccc(C(=O)NCC(c3ccco3)N(C)C)cc2)c1C (stereo unspecified) | i | i
CCOc1ccc2c(c1)C(c1ccc(C)o1)=NNC(c1ccncc1)=N2 | i | i
C/C(=N\NC(=O)c1ccc(Br)cc1)c1cccnc1 | i | i
Oc1c(Cl)cc(Cl)cc1C=Nc1ccccc1N1CCCC1 | i | i
Cc1ccc(C)c(NC(=O)CN(C)C(=O)c2cc([N+](=O)[O-])ccc2N2CCOCC2)c1 | i | i
O=S(=O)(c1cccs1)N1CCN(Cc2nc3ccccc3s2)CC1 | i | i

6 of the compounds above, tab-delimited.
Molecule	CHT PAM	CHT inh
Cc1[nH]c2ccccc2c1C(=O)C(C)OC(=O)c1ccccc1NCCO (stereo unspecified)	i	i
C/C(=N\NC(=O)c1ccc(Br)cc1)c1cccnc1	i	i
Oc1c(Cl)cc(Cl)cc1C=Nc1ccccc1N1CCCC1	i	i
Nc1ccccc1N1CCOCC1	i	i
Cc1cccc(NS(=O)(=O)c2ccc(C(=O)NCC(c3ccco3)N(C)C)cc2)c1C (stereo unspecified)	i	i
Cc1ccc(C)c(NC(=O)CN(C)C(=O)c2cc([N+](=O)[O-])ccc2N2CCOCC2)c1	i	i
